SRC1 TRFRET art – counter-screen for PPARgamma SRC-1 recruitment agonists: TR-FRET artefact; TR-FRET detection artefact counter-screen, emission ratio; hits give high values; TR-FRET ratio at 8 µM; 0.34% of 99,000 active; in the data active = TR-FRET ratio above about 2300; note: inactives centre near 1800; reference of the scale not given here
SRC3 TRFRET art – counter-screen for PPARgamma SRC-3 recruitment agonists: TR-FRET artefact. PPARgamma/SRC-3 format; hits give high values. TR-FRET ratio at 8 µM. 0.39% of 99,000 active; in the data active = TR-FRET ratio above about 2000; note: inactives centre near 1600; reference of the scale not given here
An asterisk follows results filed as active.

Structure | SRC1 TRFRET art | SRC3 TRFRET art
COC(=O)C1=CN(CC2CCCO2)C=C(C(=O)OC)C1c1ccsc1 (stereo unspecified) | 1882 | 1568
COC(=O)c1ccc(C(=O)OC)c(NC(=O)Oc2ccccc2)c1 | 1655 | 1713
Cc1ccc2nc(NC(=O)c3cc(-c4ccco4)nc4ccccc34)sc2c1 | 1743 | 1714
O=C(Cc1ccc(Cl)cc1Cl)NCC1(N2CCOCC2)CCCCC1 | 1685 | 1434
CSc1ccccc1C(=O)NCC(c1ccco1)N1CCCCC1 (stereo unspecified) | 1915 | 1840
S=C(NCC(c1cccnc1)N1CCOCC1)NC1CCCCC1 (stereo unspecified) | 1828 | 1261
Cc1cc(C(=O)Cn2ncc(Cl)c(Cl)c2=O)c(C)n1CC(F)(F)F | 1795 | 1496
COc1ccc(Cc2nc(-c3ccc(Br)cc3)no2)cc1 | 2093 | 1482
COc1cc(C(C2=C(O)CC(C)(C)CC2=O)C2C(=O)CC(C)(C)CC2=O)cc(OC)c1OC (stereo unspecified) | 1892 | 1649
O=C(CSc1nncn1-c1ccccc1)NC1CCCc2ccccc21 (stereo unspecified) | 1820 | 1321
Cc1ccc(Nc2ncnc3c2cnn3C)cc1 | 1495 | 1792
Cc1c(Cl)c([N+](=O)[O-])nn1Cc1ccc(C(=O)N/N=C\c2ccccn2)o1 | 1738 | 1586
O=S(=O)(c1ccc2ccccc2c1)N1CCN(C2Cc3ccccc3C2)CC1 | 1681 | 1644
O=C(Nc1ccc(Cl)cc1)Nc1nnc(SCc2ccc(Cl)cc2)s1 | 1859 | 1603
COc1cc(OC)c(C(=O)OC(C)C(=O)Nc2cc(C(F)(F)F)ccc2Cl)cc1OC (stereo unspecified) | 1870 | 1659
CCOC(=O)c1sc(=S)n(-c2ccccc2)c1N(C(C)=O)C(C)=O | 1766 | 1501
CCN1CCN(c2nc3c(c(=O)[nH]c(=O)n3C)n2CCCc2ccccc2)CC1 | 1904 | 1778
COc1ccc(C)cc1NC(=O)C(=O)NNC(=O)COc1ccc(Cl)cc1 | 1820 | 1646
O=C(C1CCCCC1)N1CCN=C1SCc1cccc([N+](=O)[O-])c1 | 1856 | 1498
CC(/C=N/NC(=O)c1nn(C)c(C)c1Br)=C\c1ccccc1 | 1890 | 1573
CC(=O)Nc1sc2c(c1C(c1ccccn1)N1CCCC1)CCCC2 (stereo unspecified) | 1749 | 1407
Cc1nn(CCCC(=O)NCc2ccccc2)c(C)c1[N+](=O)[O-] | 1812 | 1753
Cc1cccnc1NC(=O)/C=C/c1ccc2c(c1)OCO2 | 1726 | 1406
O=C(Nc1nc(-c2ccccn2)cs1)c1ccc(Cl)s1 | 1714 | 1505
COCCn1c(SCc2csc(-c3ccccc3)n2)nc2ccccc21 | 2133 | 1566
CCOc1ccc(CNC(=O)CCS(=O)(=O)Cc2ccccc2C)cc1OC | 1630 | 1485
Cc1c(NC(=S)NC(=O)c2ccco2)c(=O)n(-c2ccccc2)n1C | 1579 | 1665
CCN(CC(=O)NC1CCS(=O)(=O)C1)S(=O)(=O)c1ccc(C)cc1C (stereo unspecified) | 1894 | 1646
COc1ccc(Cn2c(-c3ccc(Cl)cc3)c[n+]3ccccc23)cc1 | 1777 | 1657
Cc1ccc(NC(=S)NNC(=O)CSc2nc3ccccc3c(=O)n2-c2ccc(C)cc2)cc1 | 1760 | 1308
CN1CCC(=NNC(=O)C(=O)Nc2ccc(F)cc2)CC1 | 1849 | 1579
CCC(=O)N/N=C(\C)CC(=O)Nc1ccccc1-c1ccccc1 | 1758 | 1737
O=C(CSc1nnc2ccc(-c3cccnc3)nn12)Nc1ccc(F)cc1F | 1886 | 1567
CC(C)(C)c1ccc(/C=C/C(=O)N2CCN(c3ncccn3)CC2)cc1 | 1867 | 1741
O=C(CSc1nc2ccccc2c(=O)n1-c1ccccc1)N1CCc2ccccc21 | 1843 | 1747
COc1cc(OC)cc(N(C(=O)C2COc3ccccc3O2)C(C(=O)NC2CCCCC2)c2ccc(O)cc2)c1 (stereo unspecified) | 1521 | 1569
Cc1ccccc1CSc1nc2[nH]ncc2c(=O)[nH]1 | 1800 | 1362
COc1ccc(N2CCN(C(CNC(=O)OCc3ccccc3)c3ccco3)CC2)cc1 (stereo unspecified) | 1597 | 1394
COc1ccc2cc(Br)ccc2c1CC(=O)NC(C)C | 2176 | 1905
O=C(Cc1cccs1)NCc1cccc(CNC(=O)Cc2cccs2)c1 | 1632 | 1582
CC1CN(S(=O)(=O)c2cccc(C(=O)NN3CCN(C)CC3)c2)CC(C)O1 (stereo unspecified) | 1787 | 1537
COc1cc(C(=O)NC(CCSC)C(=O)OCc2cc([N+](=O)[O-])cc3c2OCOC3)cc(OC)c1OC (stereo unspecified) | 1976 | 1464
Nc1ncnc(NNC(=O)CNC(=O)c2c(F)cccc2Cl)c1[N+](=O)[O-] | 2065 | 1473
OCCC1CN(Cc2ccn[nH]2)CCN1Cc1ccc(F)c(F)c1 (stereo unspecified) | 1705 | 1411
CCOc1ccc(C(=O)c2cccs2)cc1 | 1786 | 1352
CCN(CC)C(=O)Cc1cn(C)c2ccccc12 | 1951 | 1774
Cc1ccccc1NC(=O)COC(=O)/C=C/c1cn(-c2ccccc2)nc1-c1cccnc1 | 1817 | 1580
Cc1c(CN2CCc3c([nH]c4ccccc34)C2CC(C)C)cnn1C (stereo unspecified) | 1823 | 1641
N/C(=N/OCc1cccc([N+](=O)[O-])c1)c1nonc1N | 1831 | 1526
COc1ccc(S(=O)(=O)NC(N)=NCCc2ccccc2)cc1 | 1912 | 1706

Next compounds follow:
Structure | SRC1 TRFRET art | SRC3 TRFRET art
Cc1nn(-c2ccccc2)c(Cl)c1C1C(C#N)=C(N)Oc2n[nH]c(C)c21 (stereo unspecified) | 1717 | 1750
O=C(NC(=S)Nc1ccc(S(=O)(=O)N2CCCC2)cc1)C1CCC1 | 1684 | 1671
O=C(CN1CCN(c2ccc(F)cc2)CC1)NCc1cccs1 | 1727 | 1380
CCc1cccc(CC)c1NC(=O)CN1C2CCCC1CC(NC(=O)Nc1cccc(OC)c1)C2 (stereo unspecified) | 1908 | 1613
O=C(NCc1ccco1)c1cccc(C(F)(F)F)c1 | 2066 | 1705
O=C(/C=C/c1cccc([N+](=O)[O-])c1)NC1CC2CCC1C2 (stereo unspecified) | 1637 | 1361
CCOC(=O)c1ccc(NC(=S)N2CCCC2c2ccc(OC)c(OC)c2)cc1 (stereo unspecified) | 1675 | 1749
NC(=O)c1nn(-c2ccccc2)nc1NC(=O)CSc1nnnn1-c1ccc(Cl)cc1 | 1936 | 1567
COc1cc(CNCc2ccccn2)ccc1OCC(=O)NC(C)(C)C | 1906 | 1638
COc1ccc(CN2CCN(c3ccccn3)CC2)cc1OCc1ccccc1 | 1810 | 1650
CCCCn1c(/C=N/Nc2nc3ccccc3[nH]2)nc2ccccc21 | 1920 | 1681
Cc1ccccc1OCCCSc1nc2ccccc2[nH]1 | 2172 | 1691
Cc1nn(Cc2c(F)cccc2Cl)c(C)c1[N+](=O)[O-] | 1688 | 1841
CC(c1ccco1)N(C(=O)c1ccccc1NS(=O)(=O)c1ccc(Cl)c([N+](=O)[O-])c1)c1ccccn1 (stereo unspecified) | 1703 | 1503
CC(C)c1onc(C(=O)N2C(C)CCCC2C)c1[N+](=O)[O-] (stereo unspecified) | 1878 | 1569
CC1CCc2c(sc(Nc3nc4c(F)cccc4s3)c2C(N)=O)C1 (stereo unspecified) | 1865 | 1693
COCC(C)NC(=O)COc1nncc2ccccc12 (stereo unspecified) | 1476 | 1508
CC1CCN(C(=O)CN2C(=O)c3cccc4cccc(c34)C2=O)CC1 | 1707 | 1535
COc1ccc(OC)c2[nH]c(=O)c(CCNC(=O)C(=O)c3c(C)[nH]c4ccccc34)cc12 | 1847 | 1731
C#CCOCCOCCOCCNc1nc(N2CCN(C(=O)[C@H](CCC(=O)O)n3cc(C(N)CC(C)C)nn3)CC2)nc(N2CCN(C(=O)[C@H](CCC(=O)O)n3cc(C(N)[C@H](C)CC)nn3)CC2)n1 (stereo partly specified) | 1457 | 1566
COc1ccccc1CNC(=O)C(=O)Nc1nccs1 | 2118 | 1505
Cc1ccccc1OCC(=O)N/N=C1\SCC(=O)N1Cc1ccccc1 | 1653 | 1661
Cc1csc(NC(=O)c2cc(-c3ccccc3)nc3ccccc23)n1 | 1776 | 1714
CC(C)[C@H](NC(N)=O)C(=O)NCCc1ccc(Cl)cc1 | 1585 | 1437
CCC(C)NC(=S)N1CCN(Cc2ccc3c(c2)OCO3)CC1 (stereo unspecified) | 1743 | 1388

Exported field by field: 2 of the compounds above
SMILES: COc1ccc(OC)c2[nH]c(=O)c(CCNC(=O)C(=O)c3c(C)[nH]c4ccccc34)cc12
  SRC1 TRFRET art: 1847; SRC3 TRFRET art: 1731

SMILES: CC(C)[C@H](NC(N)=O)C(=O)NCCc1ccc(Cl)cc1
  SRC1 TRFRET art: 1585; SRC3 TRFRET art: 1437

Reformatted: 4 of the compounds above
COc1cc(OC)cc(N(C(=O)C2COc3ccccc3O2)C(C(=O)NC2CCCCC2)c2ccc(O)cc2)c1 (stereo unspecified)
  SRC1 TRFRET art: 1521; SRC3 TRFRET art: 1569

Cc1ccccc1CSc1nc2[nH]ncc2c(=O)[nH]1
  SRC1 TRFRET art: 1800; SRC3 TRFRET art: 1362

COc1ccc(N2CCN(C(CNC(=O)OCc3ccccc3)c3ccco3)CC2)cc1 (stereo unspecified)
  SRC1 TRFRET art: 1597; SRC3 TRFRET art: 1394

COc1ccc2cc(Br)ccc2c1CC(=O)NC(C)C
  SRC1 TRFRET art: 2176; SRC3 TRFRET art: 1905

Continuation.
Structure | SRC1 TRFRET art | SRC3 TRFRET art
Cc1ccccc1NC(=S)/C(=C(\[O-])c1ccc(C)c([N+](=O)[O-])c1)[n+]1ccccc1 | 1795 | 1423
N#Cc1c(NC(=S)NC(=O)c2ccccc2)sc2c1CCN(CCc1ccccc1)C2 | 1941 | 1704
COc1ccc(NC(=O)/C(C#N)=C/C=C/c2ccco2)cc1 | 1925 | 1725
COc1ccc(N=Nc2[nH]c3ccc(C)cc3c2O)cc1 | 1614 | 1483
O=C(O)CC1S/C(=N/N=C/C2CC=CCC2)NC1=O (stereo unspecified) | 1761 | 1685
CCOC(=O)N1CCC(NC(=O)C(NS(=O)(=O)c2ccc3c(c2)CCN3C(=O)CC)C(C)C)CC1 (stereo unspecified) | 1710 | 1435
O=C1NC(=O)c2cc(NC(=O)C3COc4ccccc4O3)ccc21 (stereo unspecified) | 1887 | 1594
CCOC(=O)C1=C(CC)OC(N)=C(C#N)C1c1ccc(OC)c(OC)c1OC (stereo unspecified) | 1611 | 1647
CCC(=O)c1ccc(Oc2ccc(C(=O)c3ccc(C)cc3)cc2[N+](=O)[O-])cc1 | 1874 | 1702
O=Cc1cccn1-c1cccc([N+](=O)[O-])c1 | 1574 | 1414
Cc1cc(Nc2ccccc2)c2c([N+](=O)[O-])ccc(C)c2n1 | 1720 | 1562
CCC(=O)Nc1cccc(-n2nnnc2SCC(=O)N2CCCCC2)c1 | 1438 | 1768
CN(C(=O)c1ccc(OC2CCN(CCc3ccccc3)CC2)cc1)C1CCCCC1 | 1706 | 1786
C=CCn1c(C)cc(C(=O)CSc2nc(N)cc(N)n2)c1C | 1673 | 1541
O=C(Cc1c(F)cccc1Cl)NC1=NCCS1 | 1867 | 1515
CSCc1ccc(C(=O)Nc2cc(C)cc(C)c2)cc1 | 1708 | 1358
O=C(Nc1ccc(Oc2ccc(C(F)(F)F)cn2)c(Cl)c1)C1CC1 | 2090 | 1694
CCOC(=O)N/N=C/c1ccc(N2CCOCC2)s1 | 1661 | 1785
Cc1cc(C)cc(S(=O)(=O)c2cnc3ccccc3n2)c1 | 1811 | 1602
COc1cc(Cl)cc(/C=N/NC(N)=O)c1O | 1598 | 1467
N=c1n(Cc2ccccc2)c2ccccc2n1CC(O)COc1ccc(Cl)cc1Cl (stereo unspecified) | 1852 | 1720
CCOC(=O)N1CCC(N(CCN(C)C)C(=S)Nc2ccccc2OC)CC1 | 1709 | 1587
COc1ccc(SN=C2C(C)=CC(=O)C=C2C)cc1 | 1656 | 1582
CCOC(=O)c1cc2c(ccn2C)n1CC(=O)N1CCC(Cc2ccccc2)CC1 | 2058 | 1747
COc1ccc(C(C(=O)NCC2CCCO2)N(C(=O)CNC(=O)c2cccs2)c2ccc(NC(C)=O)cc2)cc1OC (stereo unspecified) | 1783 | 1508

Grouped by structure: those above with a CF3 group
Structure | SRC1 TRFRET art | SRC3 TRFRET art
Cc1cc(C(=O)Cn2ncc(Cl)c(Cl)c2=O)c(C)n1CC(F)(F)F | 1795 | 1496
COc1cc(OC)c(C(=O)OC(C)C(=O)Nc2cc(C(F)(F)F)ccc2Cl)cc1OC (stereo unspecified) | 1870 | 1659
O=C(NCc1ccco1)c1cccc(C(F)(F)F)c1 | 2066 | 1705
O=C(Nc1ccc(Oc2ccc(C(F)(F)F)cn2)c(Cl)c1)C1CC1 | 2090 | 1694

Next part
Structure | SRC1 TRFRET art | SRC3 TRFRET art
Cc1ccc2nc(SCC(=O)c3ccc4c(c3)NC(=O)CO4)[nH]c2c1 | 1813 | 1413
S=C(NCCc1ccccc1)N1CCN(C(c2ccccc2)c2ccccc2)CC1 | 1825 | 1508
Nc1c(-c2ccccc2)c(CSc2nc3ccccc3[nH]2)nn1-c1cccc(Cl)c1 | 1946 | 1745
COc1cc(C)ccc1OCCOCCOc1ccc([N+](=O)[O-])cc1 | 2001 | 1701
O=C(NC(=S)NCC1CCCO1)C(c1ccccc1)c1ccccc1 (stereo unspecified) | 1739 | 1663

Screening results as filed in PubChem.
